# Myeloid diff MLP: induction of myeloid progenitor differentiation, primary screen, cell-based, flow cytometry, MLPCN library | 360,000 tested, 1% active | AID 624256, 2012 | calls only at 10 µM | ER-HoxA9 myeloid progenitors, lysozyme-GFP differentiation;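 active means normalized GFP-positive differentiation at or above the plate's own cutoff, the solvent-only control mean plus 3 SD; inconclusive means no clear call, values can overlap the other calls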;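 further: cells exposed to compound for four days before flow analysis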
# Myeloid diff MLP GFP+ MAC1+ %: recorded beside Myeloid diff MLP, whose call it bears; GFP+ MAC1+ double positive, %; measured here: differentiation confirmed by MAC1 staining
# The depositor's hits bear a star; i = inactive; ? = inconclusive; . = not tested or not shown; & = joins results of further samples.
# Below each SMILES – Myeloid diff MLP | Myeloid diff MLP GFP+ MAC1+ %
- CC1(C)Oc2ccc3ccc(=O)oc3c2C[C@H]1O[C@@H]1O[C@H](CO)[C@@H](O)[C@H](O)[C@H]1O
→ i | 1.5
- COc1ccc(C(O)c2nc(-c3cccc4cccnc34)cs2)cc1 (configuration not stated)
→ i | 1.7
- COc1ccc(NC(=O)c2cc(-c3ccco3)nc3ccccc23)cc1
→ i | 0.5
- COc1ccc(NC(=O)Cc2ccc(C)cc2)cc1S(=O)(=O)N1CCCCC1
→ i | 0.1
- C[C@H](CO)N1C[C@H](C)[C@@H](CN(C)C(=O)Nc2ccc(C(C)(C)C)cc2)OCc2cnnn2CCCC1=O
→ i | 0.4
- CCS(=O)(=O)NC(=O)C1(C)CCN1C(=O)Cc1ccc(Cl)cc1Cl (configuration not stated)
→ i | 1.6
- COc1cc(OC)cc(C(=O)OCC(=O)NC(c2ccccc2)c2ccccc2)c1
→ i | 1.6
- COc1cccc(CN2CC(C(=O)NCCc3nccs3)CCC2=O)c1 (configuration not stated)
→ i | 0.5
- COCCNC(=O)C1CCCN(C(=O)COc2ccc(Cl)cc2Cl)CC1 (configuration not stated)
→ i | 2.4
- CC(C)(C)c1ccc(C(=O)OCC(=O)N2CCC(c3ccccc3)=N2)cc1
→ i | 0.2
- NC(=O)C1CCN(C(=O)c2ccc(-c3ccccc3Cl)o2)CC1
→ i | 0.4
- CN1CCN(CC(C)(C)NS(=O)(=O)c2ccccc2)CC1
→ i | 0.7
- O=C(CCCN1C(=O)/C(=C\c2cccs2)SC1=S)Nc1ccccc1O
→ i | 0.8
- CC(C)C(=O)Nc1ccc(COc2ccccc2CN(Cc2ccccc2)C(=O)OC(C)(C)C)cc1
→ i | 0.8
- CC(C)CNS(=O)(=O)c1ccc(Br)cc1N1CCC[C@@H]1CO
→ i | 0.7
- Cc1cccc(C)c1NC(=O)CNC(=O)c1c(C)nn(-c2ccccc2)c1Cl
→ i | 0.6
- CC(C)(C)c1ccc(C(=O)NCc2nnc(SCC(=O)N3CCCC3)o2)cc1
→ i | 0.8
- COc1ccc(C2C(C(C)=O)=C(C)N=c3s/c(=C\c4ccc5c(c4)OCO5)c(=O)n32)c(OC)c1 (configuration not stated)
→ i | 1.0
- O=C(CSC1=NS(=O)(=O)c2ccccc2N1)N1CCCCC1
→ i | 0.8
- CC1CCCC(NC(=O)COC(=O)[C@@H](NC(=O)c2ccc(F)cc2)C(C)C)C1C (some centres not stated)
→ i | 0.6
- CC(C)C[C@@]12C(=O)N(c3cccc(F)c3)C(=O)N1[C@H](c1ccc(Br)cc1)[C@@H]1C(=O)N(C(C)(C)C)C(=O)[C@@H]12
→ i | 1.0
- CC(C)c1ccc2c(c1)C(N1CCN(C)CC1)Cc1cccnc1S2 (configuration not stated)
→ i | 0.8
- Cc1ccc(S(=O)(=O)N2[C@@H](c3ccccc3F)C(C(=O)O)=CC[C@H]2c2cccc(Cl)c2)cc1
→ i | 2.3
- CN(C(=O)c1ccccc1C(=O)OCC(=O)c1ccc(Br)cc1)c1ccccc1
→ i | 1.7
- Nc1c(Cl)cc(-c2csc(N3CCCC3c3nc4cc(Cl)c(Cl)cc4n3CCCO)n2)cc1Cl (configuration not stated)
→ i | 1.3
- CCc1nc2ccc(C(=O)NCCCN3CCCC3=O)cn2c1N(C)C(=O)C1CCCCC1
→ i | 1.1
- COc1ccccc1OCCNC(=O)CNC(=O)c1ccc2c(c1)OCO2
→ i | 0.9
- CCCCN1CC(COCc2ccccc2)OCCS1(=O)=O (configuration not stated)
→ i | 0.2
- CC1(C)C(=O)CCC2(C)C1=CCC1C2C(=O)CC2(C)C1CCC2(O)C(=O)CO (configuration not stated)
→ i | 1.7
- CN(CC(=O)Nc1ccc(F)cc1)C(=O)C1CCN(S(=O)(=O)c2ccc3c(c2)OCCO3)CC1
→ i | 0.5
- CC(Cl)=CCn1c(NCCc2ccccc2)nc2c1c(=O)n(C)c(=O)n2C
→ i | 0.0
- COc1ccc(-c2cc(NC(C)=O)c3ncc(-c4ccccc4)n3c2)c(OC)c1
→ i | 3.2
- Cn1cnnc1SCC(=O)N1CCc2ccccc2C1
→ i | 0.3
- CC(C(=O)N1CCN(C(=O)c2ccco2)CC1)N1C(=O)NC2(CCCCC2C)C1=O (configuration not stated)
→ i | 2.0
- CCN(C[C@H]1N[C@@](CC)(C(=O)OC)[C@H]2C(=O)N(C)C(=O)[C@@H]12)C(=O)Nc1ccc(OC)cc1
→ i | 0.8
- Cc1c(C(=O)N2CCN(Cc3cccs3)CC2)oc2ccccc12
→ i | 1.3
- CC(OC(=O)Cc1ccccc1[N+](=O)[O-])C(=O)NC(=O)NC1CCCCC1 (configuration not stated)
→ i | 0.3
- CCC1(c2ccccc2)NC(=O)N(CC(=O)NC2CCCC2)C1=O (configuration not stated)
→ i | 0.6
- NNC(=O)c1n[nH]c2c1CC(C1CCCCC1)CC2 (configuration not stated)
→ ? | .
- Cn1nnnc1Sc1ncnc2scc(-c3ccc[nH]3)c12
→ ? | .
- CCC1(c2ccc(F)cc2)NC(=O)N(CC(=O)Nc2ccc3c(c2)OCCO3)C1=O (configuration not stated)
→ i | 0.4
- CN1CCCC(C)(C(=O)Nc2ccc3scnc3c2)C1 (configuration not stated)
→ i | 0.8
- CCC(c1nc2ccccc2[nH]1)N(Cc1cccnc1)C(=O)c1cc(-c2ccccc2)on1 (configuration not stated)
→ i | 2.1
- CC1CN(C(=O)c2cccc(S(=O)(=O)N3CCN(c4ccccc4)CC3)c2)CC(C)O1 (configuration not stated)
→ i | 0.4
- O=C(Nc1ccc(Cl)cc1Cl)c1ccc2c(c1)OCCO2
→ i | 2.2
- CCN1C(=O)CC2CCCC1C2 (configuration not stated)
→ i | 1.0
- C=CCn1c(SCC(=O)NC2CCCC2)nc2ccccc21
→ i | 1.8
- Cc1cc(Cl)ccc1NC(=O)CN1C(=O)C(=O)N(C2CCCC2)C1=O
→ i | 1.9
- Cc1nn(-c2ccccc2)c(Cl)c1/C=C(/CC(=O)O)c1nc2ccccc2s1
→ i | 0.5
- COc1ccccc1N(C)S(=O)(=O)c1ccc(Cl)c(C(=O)NCC2(N(C)C)CCCCC2)c1
→ i | 1.6
- CC(C)=C[C@H]1C[C@H](C)[C@H]2CC[C@H](C)c3c(O)c(O[C@H]4OC[C@H](O)[C@@H](O)[C@@H]4O)c(C)c1c32
→ ? | .
- COc1cc(OC)cc(C(=O)Nc2ncn[nH]2)c1
→ i | 1.0
- C=CCC[C@H](Cc1ccc(F)cc1)C(=O)OC[C@@H](C)NC(=O)[C@H](CC=C)CC(=O)NCCO
→ i | 2.3
- O=S(=O)(c1ccc(NCCOCCO)nc1)N1CCCCC1
→ i | 0.9
- Cc1cccc(CN(C)C)c1CC(O)(c1ccccc1)c1ccccc1
→ i | 0.9
- CCOC(=O)C1(C)Oc2ccccc2C(C(=O)OC)=C1C(=O)OC (configuration not stated)
→ i | 0.6
- CN(C)Cc1ncccc1Oc1nc2cc(-c3cccc(Cl)c3)sc2c(=O)n1C
→ i | 0.5
- CCCC(/C=C/c1ccc(OC(C)=O)cc1)=C1/c2ccccc2C(=O)N1c1ccccc1
→ i | 0.9
- Cc1ccc(COC(=O)CCN=C2NS(=O)(=O)c3ccccc32)cc1
→ i | 0.4
- O=C(O)/C(=C\c1ccccc1)c1ccc2ccccc2c1
→ i | 1.0

# Additional compounds follow:
# Below each SMILES – Myeloid diff MLP | Myeloid diff MLP GFP+ MAC1+ %
- CC(C)Cn1c(-c2cccc(S(=O)(=O)N3CCOCC3)c2)n[nH]c1=S
→ i | 0.7
- O=S(=O)(/N=S1\CC=CCN1S(=O)(=O)c1ccccc1)c1ccccc1 (configuration not stated)
→ i | 0.9
- COc1cccc(CCC(=O)Nc2cc3c(cc2C(=O)O)OCCCO3)c1OC
→ i | 0.6
- O=[N+]([O-])c1ccc(COc2cccc(CN3CCCCC3)c2)cc1
→ i | 0.8
- CN(CC(=O)Nc1ccc(F)cc1)C(=O)COc1ccccc1Cc1ccccc1
→ i | 1.6
- Cc1csc2nc(O)c(C(=O)NCCN3CCOCC3)c(=O)n12
→ i | 1.4
- O=C(OCC(=O)c1ccc[nH]1)c1ccc(C(F)(F)F)cc1
→ i | 0.4
- Cc1cc(C(=O)Cn2cnc3cc(F)ccc3c2=O)c(C)n1C1CC1
→ i | 0.9
- CCCNC(=O)c1ccc(N2CCC3(CC2)CC(c2cccc(Br)c2)=NO3)c(N)c1
→ i | 2.9
- O=C(Nc1nnc([C@H]2C[C@H](O)[C@@H](CO)O2)s1)C(c1ccccc1)c1ccccc1
→ i | 1.2
- CCOc1ccc(S(=O)(=O)Nc2cccc(C(=O)NCC(c3ccccc3)N(C)C)c2)cc1 (configuration not stated)
→ i | 1.1
- COC(=O)[C@]1(Cc2ccccc2)N[C@H](CN(C)C(=O)c2ccc(C(C)(C)C)cc2)[C@@H]2C(=O)N(Cc3ccccc3)C(=O)[C@@H]21
→ i | 0.6
- Cc1ccc(NC(=O)CN(C)C(=O)CSc2nccn2C)cc1
→ i | 0.7
- COCCN(C(=O)c1ccc(C)c(S(=O)(=O)N2CCOCC2)c1)c1c(N)n(CC(C)C)c(=O)[nH]c1=O
→ i | 1.1
- CC(=O)c1ccc(Nc2ncnc3ccc(Br)cc23)cc1
→ i | 2.0
- CCN1C(=O)[C@@H]2[C@@H](c3ccc(-c4ccc(F)cc4)cc3)N3CCC[C@@]3(C(=O)OC)[C@@H]2C1=O
→ i | 0.8
- COc1ccc(NC(=O)N(C)C[C@@H]2Oc3cc(C#CCN(C)C)ccc3S(=O)(=O)N([C@H](C)CO)C[C@H]2C)cc1
→ i | 0.5
- C[C@H](CO)N1C[C@H](C)[C@@H](CN(C)C(=O)Nc2ccccc2)Oc2ccc(NC(=O)Nc3ccc(C(F)(F)F)cc3)cc2C1=O
→ i | 2.0
- O=C(OCC(=O)N1CCN(S(=O)(=O)c2ccccc2)CC1)C1CCC1
→ i | 0.1
- CCc1ccc(Nc2n[n+](-c3ccccc3)c(-c3cccc(C)c3)s2)cc1
→ i | 0.7
- Cc1ccc(Cl)c(OCC(=O)NC2CCN(Cc3ccccc3)CC2)c1
→ i | 0.7
- CC1C(=O)N(Cc2cn(CCC3OCCCO3)nn2)CCS(=O)(=O)N1Cc1ccc(-c2ccc(F)nc2)cc1 (configuration not stated)
→ i | 1.0
- O=C(COC(=O)COc1ccccc1)Nc1ccc2c(c1)OCCO2
→ i | 0.3
- Cc1ccc(S(=O)(=O)CCC(=O)N2CCN(c3ccccc3O)CC2)cc1
→ i | 1.0
- C[C@@]12C(=O)OC(=O)[C@]1(C)C1CCC2O1
→ ? | .
- O=C(O)C1=CC[C@@H](c2ccc(Cl)cc2)N(S(=O)(=O)c2ccc(Cl)cc2)[C@H]1c1ccc(F)cc1
→ i | 1.7
- CCN(CC(=O)Nc1ccccc1OC)C(=O)CSCC(=O)Nc1ccc(OC)cc1
→ i | 1.2
- COc1ccc(C2CC=C(C(C)=O)CN2S(=O)(=O)c2ccc(Cl)cc2)cc1 (configuration not stated)
→ i | 1.4&1.1
- COc1ccc(OC)c(/C=C/C(=O)OCC(=O)N2CCN(S(=O)(=O)c3ccc(C)cc3C)CC2)c1
→ i | 1.1
- C[C@H]1Cn2cnc(C(=O)Nc3ccc(CNC(=O)OC(C)(C)C)cc3)c2C(=O)N1
→ ? | .
- COCCN(Cc1ccccc1)C(=O)c1cccc(S(=O)(=O)N2CCN(c3ccccc3)CC2)c1
→ i | 0.6
- Cc1ccc(CC(=O)N2CCN(S(=O)(=O)c3ccccc3)CC2)cc1C
→ i | 1.1
- CCOc1ccc(CCNC(=O)COC(=O)CCS(=O)(=O)c2ccc(C)cc2)cc1OCC
→ i | 1.0
- O=C(CSc1nnc(NC2CC2)s1)Nc1ccc(N2CCOCC2)cc1
→ i | 1.2
- CCCc1cc(=O)[nH]c(SCC(=O)Nc2sc(C(N)=O)c(C)c2C(=O)OCCOC)n1
→ i | 0.7
- Cc1cc(Br)ccc1NC(=O)CN1C(=O)C2CC=CCC2C1=O (configuration not stated)
→ i | 0.4
- CCCN(Cc1cc2cccc(C)c2[nH]c1=O)C(=O)c1cccc(OC)c1
→ i | 1.4
- COc1ccc(-n2nc3ccc(N)cc3n2)cc1
→ i | 2.5
- O=C(NCCN1CCOCC1)c1ccccc1OCc1ccccc1
→ i | 0.8
- CCCn1c(SCC(=O)c2c(N)n(C3CC3)c(=O)[nH]c2=O)nnc1-c1ccncc1
→ i | 0.5
- Cc1cc(C)c(S(=O)(=O)N2CCCC2CNC(=O)c2ccc3c(c2)OCO3)c(C)c1 (configuration not stated)
→ i | 1.0
- O=C(O)c1ccc(SCc2ccccc2)nc1
→ i | 1.0
- CCN(CC(=O)Nc1c(F)cccc1F)C(=O)CCSc1ccc(C)cc1
→ i | 0.8
- O=C(Nc1ccccc1C(F)(F)F)C(O)(c1ccccc1)C1CCCCC1 (configuration not stated)
→ i | 2.2
- O=C(CNC(=O)c1ccc(Cl)cc1Cl)OCCOc1ccccc1
→ i | 0.7
- O=C(O)CNc1nc(NCc2ccc(Cl)cc2)ccc1[N+](=O)[O-]
→ i | 1.0
- COc1ccc(OC)c(NC(=O)CSc2nc3nc(C)cc(C)n3n2)c1
→ i | 0.9

# An excerpt from above in order of SMILES length, largest number first:
# Below each SMILES – Myeloid diff MLP | Myeloid diff MLP GFP+ MAC1+ %
- CCCN(Cc1cc2cccc(C)c2[nH]c1=O)C(=O)c1cccc(OC)c1
→ i | 1.4
- Cc1ccc(CC(=O)N2CCN(S(=O)(=O)c3ccccc3)CC2)cc1C
→ i | 1.1
- CCN(CC(=O)Nc1c(F)cccc1F)C(=O)CCSc1ccc(C)cc1
→ i | 0.8
- Cc1cc(Br)ccc1NC(=O)CN1C(=O)C2CC=CCC2C1=O (configuration not stated)
→ i | 0.4

# Of the compounds above, 4 have a furan ring, fused or not.
# Below each SMILES – Myeloid diff MLP | Myeloid diff MLP GFP+ MAC1+ %
- COc1ccc(NC(=O)c2cc(-c3ccco3)nc3ccccc23)cc1
→ i | 0.5
- NC(=O)C1CCN(C(=O)c2ccc(-c3ccccc3Cl)o2)CC1
→ i | 0.4
- CC(C(=O)N1CCN(C(=O)c2ccco2)CC1)N1C(=O)NC2(CCCCC2C)C1=O (configuration not stated)
→ i | 2.0
- Cc1c(C(=O)N2CCN(Cc3cccs3)CC2)oc2ccccc12
→ i | 1.3

# A portion of the library, so the mix of outcomes need not match the whole.
